p53ts 39C tox: qHTS Screen for Compounds that Selectively Target Cancer Cells with p53 Mutations: Cytotoxicity of p53ts Cells at the Nonpermissive Temperature. 130,000 compounds, 1.5% hits. H1299-p53A138V viability at 39C, ATP luminescence, 24 h. Potency, µM (titrated, usually from 46.1 µM), inactives show at the top dose activity change, negative = cell killing, most hits filed as cytotoxic. AID 902, 2007; also: nearly all actives have a fitted effect of over 55% in size
IkB sig inh: IkB Signaling. Potency, µM (doses to about 57.1 µM), for inactives: top-dose IkBa stabilization activation. ABC-DLBCL IkBa-CBG/CBR dual luciferase ratio, 4 h; response scale: scaled: untreated 0%, proteasome inhibitor 100%. 110,000 compounds, 0.04% hits. AID 445, 2006; active = well fitted curve in the direction sought with a large enough effect in the signal ratio, not every such curve was filed as active; inconclusive = small, poorly fitted or top-dose-only effect, or a change in a side signal; the % refers to the signal ratio;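 also: the direction sought is a rising ratio; 0% = basal untreated cells and 100% = reference inhibitor full response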
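Luminescence ratio of IκBα-fused green versus native red beetle luciferase in OCI-Ly3 cells, 4 h post-doxycycline with compound; red signal alone, scaled from basal (0%) to zero light (-100%), flagged nonspecific or cytotoxic effects.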
Imprint erasure: qHTS Assay for Compounds that Induce Erasure of Genomic Imprints; mouse ES Peg3-LacZ reporter, beta-gal luminescence, 40 h; Potency, µM (top dose mostly 60.7 µM), without a hit: at the top dose activity change, positive = activation, hits mostly activators; 110,000 compounds, 0.02% hits; AID 1948, 2009;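 also: 0% = negative control wells on the plate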
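Imprint erasure is scored as LacZ activity from the silenced maternal Peg3 allele in feeder-free female ES cells cultured 40 h with LIF. Luminescence is normalized to in-plate negative controls and fitted to the Hill equation.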
p53ts 32C tox: qHTS Screen for Compounds that Selectively Target Cancer Cells with p53 Mutations: Cytotoxicity of p53ts Cells at the Permissive Temperature | H1299-p53A138V at 32C, ATP luminescence viability, 24 h | Potency, µM (top dose mostly 46.1 µM), for inactives: at the highest dose activity change, negative = cytotoxicity, hits mostly cytotoxic | 130,000 compounds, 0.93% hits | AID 924, 2007;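 also: 0% = DMSO and -100% = full killing by reference compound; nearly all actives have a fitted effect of over 55% in size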
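ATP-content luminescence (ATPlite) read-out after 24 h compound exposure at 32C in H1299-p53A138V cells (600/well). Tested up to 46 uM. Normalized to DMSO (0%) and 100 uM tamoxifen (100% killing); Hill-fit AC50.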
Active calls of the source: *; ? = inconclusive; · = not tested or not shown; [ ] = dose if it differs, or a comment. Unless noted, calls follow the shape of the dose curve; as a rule, active = well fitted curve in the direction sought with a large enough effect; inconclusive = small, poorly fitted or top-dose-only effect, or another doubt; inactive = no such curve, though single readings can be large; an effect the other way counts as inactive or inconclusive. Unless noted, % is scaled to controls: 0 for no effect and ±100 for the full control effect; potency is read from the fitted curve at half-maximal effect.

Fields – p53ts 39C tox, IkB sig inh, Imprint erasure, p53ts 32C tox
(1) CCOC(=O)N1CCN(c2ccc(S(=O)(=O)N(Cc3ccccc3)Cc3ccccc3)cn2)CC1
  -3%, 2.4%, -14%, -11%
(2) CCOc1ccc(N2CC(=O)SC2=S)cc1
  -8%, ?, 2%, 0%
(3) CCc1ccccc1NC(=O)C1CCCN(c2nnc(-n3c(C)ccc3C)s2)C1 (stereo unspecified)
  5%, 2.5%, 3%[10.9 µM], 0%
(4) COc1ccccc1C(=O)Nc1nc(-c2ccccc2)ns1
  -4%, ?, -6%[10.9 µM], -8%
(5) CCN1C(=O)c2ccccc2S(=O)c2ccc(C(=O)N3CCN(c4cccc(Cl)c4)CC3)cc21 (stereo unspecified)
  -21%, ?, 21%[10.9 µM], 2%
(6) CCC(C(=O)Nc1ccccc1)n1nc(-c2cc(C)ccc2C)ccc1=O (stereo unspecified)
  -14%, ?, -11%[10.9 µM], 12%
(7) Cc1nc(NC2=NCN(Cc3ccco3)CN2)nc2ccccc12
  4%, 7.1%, -24%, -9%
(8) O=S(=O)(c1ccccc1)c1nc(-c2ccco2)oc1SCc1ccc(F)cc1
  16%, 5.0%, -8%[10.9 µM], -7%
(9) CCN(CCCNC(=O)c1c(C)oc2ncn(CC(C)C)c(=O)c12)Cc1ccccc1
  19%, 1.9%, 5%[10.9 µM], 6%
(10) COc1ccc(-c2cn3cc(C)ccc3n2)cc1OC
  13µM*, 0.4%, -84%[inhibitor], 10µM*
(11) Cc1cccc(N2C(=O)CS/C2=N\NC(=O)c2ccc(Cl)cc2)c1C
  22%, ·, ·, 6%
(12) Cc1ccc(-c2cc(C(=O)Nc3cc(C)on3)c3ccccc3n2)c(C)c1
  8%, ?, -7%, 3%
(13) CC(C)CN(C#N)c1nc(N2CCOCC2)nc(N2CCOCC2)n1
  4%, -1.5%, -10%, -29%
(14) COc1ccc(N(C(=O)c2ccco2)C(C(=O)NC2CCCC2)c2cccs2)cc1OC (stereo unspecified)
  -1%, ·, ·, 6%
(15) CCOCCCn1c(SCC(=O)Nc2ccc(C)cc2)nc2ccccc2c1=O
  -12%, ?, -16%[10.9 µM], 14%
(16) CCn1c(Cc2ccc(OC)cc2)nnc1SCC(=O)Nc1cccc(C(=O)OC)c1
  47%[activator], -7.5%, -12%, 49%[activator]
(17) CCCCc1c(C)c(C#N)c2nc3ccccc3n2c1Cl
  6%, ·, ·, 13%
(18) Cc1cc(N2CCN(c3cccc(C)c3C)CC2)n2nc(C)c(-c3ccc(Cl)cc3)c2n1
  5%, -1.0%, -13%[10.9 µM], -5%
(19) CCOc1ccc(CCNC(=O)c2cnc3sc(N4CCC(C)CC4)nn3c2=O)cc1
  -20%, -0.9%, -11%[10.9 µM], -4%
(20) O=C(NS(=O)(=O)c1ccc2c(c1)OCCO2)c1ccccc1
  0%, -0.4%, -5%, 14%
(21) CCOC(=O)C1CCN(c2c(Nc3ccc4c(c3)OCCO4)c(=O)c2=O)CC1
  2%, -0.8%, -15%, -6%
(22) Cc1cccc(/C=C(\c2nc3ccccc3[nH]2)S(=O)(=O)c2ccccc2)c1
  4.5µM*, ·, ·, 4.5µM*
(23) CCOC(=O)c1c(C)c(-c2ccccc2)n(CC(=O)NCc2ccccc2)c1C
  ?, -1.0%, -12%[10.9 µM], -9%
(24) COc1ccc(NC(=O)C(C)n2nc(-c3cc(C)ccc3C)c3c(c2=O)CCCC3)cc1 (stereo unspecified)
  -8%, ?, 6%[10.9 µM], 15%
(25) O=C(CCSCCC(=O)NCC1CCCO1)NCC1CCCO1 (stereo unspecified)
  9%, -0.2%, 15%, 5%
(26) Cc1ccccc1OCC(=O)Nc1ccc(C(=O)OCc2cc(=O)n3c(C)csc3n2)cc1
  -33%, 1.7%, 5%[10.9 µM], 4%
(27) O=C(CSc1nc(Nc2ccccc2)nc(N2CCOCC2)n1)Nc1ccccc1Cl
  17%, -3.7%, -14%, -9%
(28) CCOC(=O)C1C2C=CC3(CN(c4cccc(Cl)c4)C(=O)C13)O2 (stereo unspecified)
  -15%, 1.4%, -4%, -1%
(29) Cc1cc(=O)oc2ccc(OCC(=O)N(Cc3ccc(F)cc3)Cc3ccco3)cc12
  8%, 3.1%, -15%, 5%
(30) CCOC(=O)Cn1c(=O)n(C2CCCCC2)c2nc(-c3ccc(OC)cc3)nc(C(N)=O)c21
  23%, -0.3%, -12%[10.9 µM], -2%
(31) Cc1ccccc1OCc1nnc(SCC(=O)N2CCc3ccccc32)n1C
  8%, ·, ·, 3%
(32) O=C(c1ccc(Br)cc1)N1CCN(S(=O)(=O)c2ccccc2)CC1
  -1%, 0.9%, -18%, 0%
(33) CCOC(=O)Cc1ccc(NC(=O)NC(C)c2c(-n3cccc3)sc(C)c2C)cc1 (stereo unspecified)
  -18%, ?, -11%[10.9 µM], 16%
(34) N#Cc1nc(-c2ccc(OCc3ccccc3)cc2)oc1N1CCC(C(N)=O)CC1
  2%, -1.7%, -2%, -5%
(35) CN(C)CCNc1oc(COc2ccc(Cl)cc2)nc1C#N
  -4%, 2.7%, -10%, -5%
(36) COc1ccc(NC(=O)CSc2ccc3nc(-c4ccccc4)cn3n2)c(OC)c1
  -29%, ?, -14%[10.9 µM], -6%
(37) O=C1CC(c2cccc(Br)c2)C2=C(CCCC2=O)N1 (stereo unspecified)
  5%, -0.5%, -11%, 3%
(38) Cc1[nH]nc2c1C(c1cn[nH]c1-c1ccc(F)cc1)C(C#N)=C(N)O2 (stereo unspecified)
  -21%, 6.8%, 3%, 13%
(39) CCOC(=O)N1CCN(CC(=O)n2c(C)c(C)c3ccccc32)CC1
  -5%, 8.5%, -1%, -9%
(40) COc1ccc(OC)c(-c2cc(C(=O)N3CCc4ccccc4C3)no2)c1
  -25%, ?, -16%, -7%
(41) O=P(c1ccccc1)(c1ccccc1)C(O)c1ccco1 (stereo unspecified)
  -5%, -1.2%, 1%, 5%
(42) CCOc1ccccc1OCC(=O)Nc1ccc(S(=O)(=O)Nc2nc(C)cc(C)n2)cc1
  -19%, 2.3%, -22%, -9%
(43) CC(C)Oc1ccc(CNC(=O)c2cc3cccc4c3n2CC(C)S4)cc1 (stereo unspecified)
  -7%, ?, 7%[10.9 µM], 9%
(44) COc1cc(OC)cc(-n2nc(C(=O)NCCCN3CCOCC3)c3ccccc3c2=O)c1
  -6%, -0.3%, -6%, 0%
(45) Cn1c(=O)oc2cc(S(=O)(=O)NC(Cc3ccccc3)C(=O)N3CCCCC3)ccc21 (stereo unspecified)
  2%, -2.5%, -9%, 5%
(46) O=C(c1ccncc1)N1CCC2(CCCN(Cc3ccncc3)C2)CC1
  1%, 0.6%[11.4 µM], ·, 0%
(47) CCCC(=O)n1nc(-c2ccccc2)nc1SC
  -11%, ·, ·, -3%
(48) Cc1cccc(-c2nc3cc(NC(=O)COc4ccccc4F)ccc3o2)c1
  -28%, -1.1%, -25%[10.9 µM], -22%
(49) COc1ccccc1C(=O)OCc1cc(=O)n2nc(C3CCCCC3)sc2n1
  -19%, -0.2%, -10%[10.9 µM], -4%
(50) CCn1c(SCC(=O)Nc2cc(C)on2)nnc1-c1ccccc1
  6%, ·, ·, -9%
(51) COc1cccc(Cn2c(C3CC3)nc3ccc(NC(=O)c4ccco4)cc3c2=O)c1
  3%, ?, -24%, -15%
(52) O=C(Nc1nccs1)c1c(O)c2cccc3c2n(c1=O)CCC3
  2%, -0.2%, 4%, 6%
(53) Cc1cccc(NC(=O)CCn2cnnn2)c1
  1%, ?, -9%[10.9 µM], 1%
(54) CCOC(=O)c1sc(NC(=O)c2ccc(Cl)s2)cc1C
  -23%, 1.6%, -26%, ?
(55) CCCCn1c(=O)cc(N2CCOCC2)[nH]c1=O
  0%, -0.8%, -1%, -2%
(56) CCOCCCNC(=O)c1ccc(CS(=O)(=O)Cc2cccc(C)c2)o1
  -6%, -0.4%, -1%, 6%
(57) O=S(=O)(CCSc1nc2ccccc2o1)Cc1ccccc1
  17%, 0.8%, -6%, -5%
(58) COc1cccc(CN2CCCN(Cc3ccc(F)cc3)S2(=O)=O)c1
  -9%, ?, 14%[10.9 µM], 4%
(59) CCCc1ccc(OC(=O)c2sc3ncn(Cc4cccc(F)c4)c(=O)c3c2C)cc1
  4%, -1.0%, -13%[10.9 µM], 6%
(60) CCCCc1cc(=O)oc2cc(C)cc(OC(C)C(=O)O)c12 (stereo unspecified)
  17%, 0.0%, -2%, -2%

More entries
item | compound | p53ts 39C tox | IkB sig inh | Imprint erasure | p53ts 32C tox
61 | Cc1ccccc1C(=O)N1CCC(C(=O)Nc2cccc(F)c2)CC1 | 0% | -4.7% | -6% | 16%
62 | CCCc1cc(=O)oc2cc(C)c3c(C(C)(C)C)coc3c12 | 28% | -1.7% | -13%[10.9 µM] | 2%
63 | CCOC(=O)c1cc2cc(F)ccc2nc1C | 10% | -0.5% | 1% | 8%
64 | COc1ccc(-c2c3c(=O)n(C)c(=O)n(C)c3cn2-c2ccccc2)cc1 | 15% | 1.1% | -17% | 8%
65 | CCN(CC)S(=O)(=O)c1ccc2c(c1)C(=NO)c1cc(S(=O)(=O)N(CC)CC)ccc1-2 | -8% | · | · | -23%
66 | CCOC(=O)C(CC)Sc1nc(-c2ccc(OC)cc2)nc2c1c(=O)n(C)c(=O)n2C (stereo unspecified) | 4% | -0.4% | -16% | 0%
67 | COc1ccc(-n2nc(C(=O)N3CCN(Cc4ccc5c(c4)OCO5)CC3)c3ccccc3c2=O)cc1 | -5% | 0.1% | -11% | -6%
68 | O=C(COc1ccc2ccccc2c1)N1CCN(C(=O)c2cccs2)CC1 | 7% | · | · | -3%
69 | CCc1nn2c(=O)cc(COc3ccc(/C=C(\C#N)C(=O)Nc4ccc(C)cc4)cc3)nc2s1 | -3% | -0.7% | 2%[10.9 µM] | -8%
70 | Cc1ccc(-n2ncc3c(N4CCC(Cc5ccccc5)CC4)ncnc32)cc1 | -25% | ? | -13%[10.9 µM] | -1%
71 | COc1ccc(CN2C3CCCC2CC(NC(=O)Nc2ccccc2)C3)cc1 (stereo unspecified) | 8% | · | · | -20%
72 | CC(C)c1ccccc1NC(=O)CCCC(=O)O | -7% | 1.0% | 10% | 0%
73 | O=S(=O)(Nc1ccc(F)cc1F)c1ccc(Br)s1 | 5% | ? | 1%[10.9 µM] | -1%
74 | CC(=O)c1ccccn1 | 16% | -2.3% | -4% | -1%[1.84 µM]
75 | Cc1ccc(C)c(N(CC(=O)NC2CCCC2)C(=O)CCCC(=O)Nc2ccccn2)c1 | -6% | 0.9% | -13% | 14%
76 | COC(=O)c1c(-c2ccc(Cl)cc2)noc1N1CCN(c2cccc(C)c2C)CC1 | ? | 0.3% | -7%[10.9 µM] | -18%
77 | Cc1cc(C)cc(OCCSc2nc(-c3cccs3)nc3cc(=O)[nH]n23)c1 | -24% | ? | -6%[10.9 µM] | 7%
78 | COc1ccc(Cn2nnc3c(=O)[nH]c(C4CCCN(C(=O)c5ccccc5Cl)C4)nc32)cc1OC (stereo unspecified) | -16% | -0.2% | -7%[10.9 µM] | 1%
79 | Cn1nnc(NC(=O)C(c2ccccc2)c2ccccc2)n1 | 1% | -2.0% | -7% | 0%
80 | O=C(c1csc2ccccc12)N1CCN(c2ccccn2)CC1 | 6% | -1.4% | -19% | -7%
81 | O=C(NCN1C(=O)C2C3C=CC(C3)C2C1=O)Nc1nccs1 (stereo unspecified) | 2% | -0.4% | -1% | -2%
82 | O=C(Cn1c(=O)n(-c2ccc(Cl)cc2)c(=O)c2sc3ccccc3c21)NC1CCCCC1 | 5% | ? | -8%[10.9 µM] | -4%

Screens deposited in PubChem by National Center for Advancing Translational Sciences (NCATS).
